# HTR1A agonist: human 5-HT1a receptor agonists, primary screen, cell-based, CHO, Ga15 NFAT-bla reporter | 5-hydroxytryptamine receptor 1A (Homo sapiens), P08908 | CHO 5-HT1a Ga15 NFAT-bla reporter, FRET ratio; 0% basal, 100% maximal reference agonist | activation, % at 10 µM | 65,000 compounds, 0.56% hits;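 active = activation above the screen-wide mean activation plus 3 SD, cut at about 19% in these data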;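 note: 0% = DMSO wells and 100% = 5-CT at EC100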
# S1P3 agonist: human S1P3 receptor agonists, primary screen, cell-based, primary and confirmation, NFAT-BLA reporter. S1P3 NFAT-BLA reporter cells, agonism, FRET ratio; relative to 1 µM S1P, basal subtracted. activation, % at 4.5 µM. 60,000 compounds, 0.1% hits;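 active = activation above the screen-wide mean plus 3 SD, cut at about 4.5% in these data, passing the limit was not always enough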; note: some compounds called inactive have numbers as strong as hits
# Target sequence (Q99500 whole entry, looked up): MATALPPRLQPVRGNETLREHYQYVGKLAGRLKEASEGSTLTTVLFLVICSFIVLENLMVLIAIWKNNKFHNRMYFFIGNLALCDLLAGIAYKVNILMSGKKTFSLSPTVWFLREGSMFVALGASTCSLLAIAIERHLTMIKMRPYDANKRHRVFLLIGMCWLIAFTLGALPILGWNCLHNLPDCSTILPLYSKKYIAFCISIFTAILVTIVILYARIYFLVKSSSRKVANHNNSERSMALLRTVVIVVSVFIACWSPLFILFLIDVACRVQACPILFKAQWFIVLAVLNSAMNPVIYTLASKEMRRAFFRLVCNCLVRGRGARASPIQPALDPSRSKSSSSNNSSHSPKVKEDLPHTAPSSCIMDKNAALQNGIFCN
#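 Material: Human S1P3 NFAT-BLA reporter CHO cells | Incubation: Overnight plating, 4 h compound 37 °C, 2 h substrate RT | Signal: FRET β-lactamase substrate fluorescence, excitation 405 nm, 460/535 nm emission ratio, background-subtracted | Compound: 4.5 µM final, single dose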
# 5HT1E antag: 5-HT1E receptor antagonists, primary screen, cell-based, HTS | inhibition, % at 6 µM | 5-hydroxytryptamine receptor 1E (Homo sapiens), P28566 | AID 571, 2007 | CHO 5-HT1E Ga15 NFAT-bla reporter, FRET, antagonist | 65,000 compounds, 0.99% hits;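 active = inhibition above a set limit, the mean inhibition across every tested compound plus 3 SD, cut at about 29% in these data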;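 note: signal is the 460 over 535 nm emission ratio of beta-lactamase substrate; 0% = agonist plus DMSO wells and 100% = wells without agonist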
# Target sequence (P28566 whole entry, looked up): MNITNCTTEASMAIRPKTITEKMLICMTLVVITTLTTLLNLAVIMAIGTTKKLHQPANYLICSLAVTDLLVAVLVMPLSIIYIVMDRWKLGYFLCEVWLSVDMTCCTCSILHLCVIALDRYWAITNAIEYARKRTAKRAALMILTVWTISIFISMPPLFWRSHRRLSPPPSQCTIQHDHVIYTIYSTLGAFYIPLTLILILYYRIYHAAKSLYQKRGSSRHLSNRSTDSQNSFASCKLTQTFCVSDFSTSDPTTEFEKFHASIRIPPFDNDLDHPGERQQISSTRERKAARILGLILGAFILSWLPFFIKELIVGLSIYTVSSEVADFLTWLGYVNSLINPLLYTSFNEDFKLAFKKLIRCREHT
# D1 allo mod: D1 CRE-luciferase signal change, two-sided – cell-based, HEK293 D1, dopamine EC30, D1 allosteric modulator project, primary screen; B-score at 10 µM; 58,000 compounds, 5.9% hits; dopamine EC30 potentiation; actives deviate in either direction; AID 641, 2007; D(1A) dopamine receptor (Homo sapiens), P21728;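 active = luminescence count or its row- and column-corrected plate score outside the 99.7% band of the plate's sample wells, on either side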
# HEK293 NFkB inh: inhibitors of PMA/ionomycin-induced NF-kB reporter, primary screen, antigen receptor NF-kB inhibitor project, cell-based, HEK-293 luciferase reporter, luminescence; HEK-293 NF-kB luciferase reporter; 62,000 compounds, 0.21% hits; inhibition, % at 3 µM;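 active = inhibition above the mean of all tested compounds plus 3 SD, cut at about 40% in these data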;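 note: 0% = stimulated DMSO wells and 100% = 10 µM reference inhibitor 5653914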
#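 System – HEK-293 cells with stable firefly luciferase reporter driven by four HIV NF-kB elements · Doses – one dose, 3 µM · Schedule – 1 h compound pre-incubation, 16 h PMA/ionomycin at 37 °C · Technique – luminescence from luciferase substrate reagent · Measure – percent inhibition normalized per plate to DMSO and reference-inhibitor controls · Replicates – tested once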
# S1P1 ag pot: S1P1 agonists and agonism potentiators, primary screen, cell-based, primary and confirmation screens, CRE-bla reporter; activation, % at 9.5 µM; 56,000 compounds, 0.57% hits; S1P1 CRE-bla cells, forskolin, beta-lactamase FRET, potentiator mode; S1P1 agonist co-added at EC20, 2 nM; 100% = saturating reference agonist, 0% = basal;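 active = activation above a cutoff set at the mean activation of all tested compounds plus 3 SD, cut at about 54% in these data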;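 note: forskolin at 4 µM as EC80 and the EC20 agonist is SEW2871; 100% = SEW2871 at its EC100 plus forskolin at EC80; some compounds past the cut are filed as inactive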
# Jurkat tox 60K: cytotoxicity toward Jurkat T cells, primary screen, cytotoxicity control, cell-based, Jurkat E6.1, 60K MLSMR library | inhibition, % at 4 µM | Jurkat E6.1 viability, ATP luminescence, 48 h | 56,000 compounds, 1.2% hits;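 active = inhibition above the mean inhibition of all tested compounds plus 3 SD, cut at about 28% in these data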
# HTR1E agonist: 5-HT1E receptor agonists, primary screen, cell-based, HTS | 5-hydroxytryptamine receptor 1E (Homo sapiens), P28566 | activation, % at 6 µM | CHO 5-HT1E Ga15 NFAT-bla reporter, FRET; 0% DMSO wells, 100% control agonist wells | 65,000 compounds, 0.69% hits;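 active = activation above a set limit, the screen-wide mean activation plus 3 SD, cut at about 8.5% in these data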;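 note: 100% = positive control agonist at 1 µM giving full maximal response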
# 5-HT1A blocker: human 5-HT1a receptor antagonists, primary screen, cell-based, CHO, Ga15 NFAT-bla reporter. CHO 5-HT1a Ga15 NFAT-bla reporter, antagonist mode. 5-hydroxytryptamine receptor 1A (Homo sapiens), P08908. AID 612, 2007. inhibition, % at 10 µM. 62,000 compounds, 0.68% hits;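 active = inhibition above the mean of all tested compounds plus 3 SD, cut at about 43% in these data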;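 note: receptor stimulated by 5-CT agonist at 100 nM near EC80; beta-lactamase reporter measured by ratiometric fluorescence of a cleavable substrate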
# Active calls of the source: *; . = not tested or not shown.
SMILES,HTR1A agonist,S1P3 agonist,5HT1E antag,D1 allo mod,HEK293 NFkB inh,S1P1 ag pot,Jurkat tox 60K,HTR1E agonist,5-HT1A blocker
COc1ccc(CCNC(=O)CN2CCCc3ccccc32)cc1OC,1.1,-1.0,-5,.,6,10,4,1.4,15
COc1cccc(-n2c(SCC(=O)OC(C)C)nnc2-c2cccnc2)c1,-0.1,-0.3,-5,-0.042,20,-7,4,-0.5,-10
Cc1ccc(N2CCN(c3ccc(C)cc3)C(CC(=O)O)C2=O)cc1 (stereo not drawn),-4.0,-0.7,8,0.39,18,-16,-1,0.0,14
Cc1cnc(NC(=O)CSc2nc3ccccc3c(=O)[nH]2)s1,0.2,-0.5,-1,0.13,7,-25,-4,0.1,1
CCC(=O)c1ccc(N2CCN(C(=O)Cc3ccccc3)CC2)c(F)c1,-1.1,-1.5,10,0.94,14,.,9,-0.4,9
CCCN(CCC)C(=O)CSc1nc2ccccc2c(=O)n1C1CCCC1,4.5,-0.9,10,0.021,20,29,4,0.6,5
O=C(O)c1ccccc1OCCOc1ccccc1,1.1,.,-13,.,7,.,.,0.9,-4
Cc1ccc(C(C)C)c(OCC(=O)Nc2ccccc2N2CCN(C)CC2)c1,3.5,-1.0,3,.,20,-11,-8,2.4,30
CC(C)C(=O)N(Cc1cc(=O)[nH]c2ccccc12)c1ccccc1,-0.2,-0.1,-2,0.9,19,2,-6,-0.3,0
COc1ccc(CCNC(=O)C2CCCN(C(=O)N(C)C)C2)c(OC)c1 (stereo not drawn),-1.6,0.6,3,0.054,8,-10,-6,-0.7,-3
N#Cc1ccc(CSc2nnc(-c3ccccn3)n2-c2ccccc2)cc1,-1.1,0.2,-6,.,8,18,2,0.3,3
O=C(Nc1ccc(NC(=O)C2CC2)nc1)c1ccco1,-0.4,-0.9,-5,-0.9,0,-4,10,-0.1,4
CCN1C(=O)CC(N2CCC(Cc3ccccc3)CC2)C1=O (stereo not drawn),-0.5,0.2,-1,0.3,9,-7,-5,1.6,5
O=C(CSc1nnnn1-c1ccccc1)c1cc2ccccc2oc1=O,-1.0,-0.9,5,0.24,13,.,-6,-0.7,6
O=C(NC1CC1)c1c[nH]c2ccc(S(=O)(=O)Nc3cccc(C(F)(F)F)c3)cc2c1=O,-6.4,-0.6,1,1.4,7,-13,2,0.3,-1
COc1ccc2c(c1)CCc1c(C(=O)Nc3ccn(Cc4ccc(C)cc4)n3)noc1-2,0.5,-1.9,-1,-0.57,12,24,5,-0.7,-6
CCCCOc1ccccc1C(=O)NCCCC(=O)O,-2.4,-3.3,-3,0.22,.,4,.,-0.4,.
CC(=Nc1cccc(O)c1)c1sc2ccccc2c1O,-3.3,-2.4,8,-4.3*,.,10,.,-0.8,.
CCCCCNC(=O)c1c(N)n(/N=C/c2ccco2)c2nc3ccccc3nc12,3.1,-0.9,-16,.,.,-7,.,0.9,.
O=C(O)c1cccc2c1C(=O)N(C1CCCCC1)C2,-1.8,-0.5,-7,.,8,-25,-4,-0.6,7
Cc1ccc(-c2noc(CCC(=O)N3CCCc4ccccc43)n2)cc1,-3.8,-1.0,3,0.25,-13,-14,0,-0.5,12
O=C(O)c1c[nH]c2ccc(S(=O)(=O)N3CCOCC3)cc12,-4.0,-3.1,1,.,.,5,.,0.0,.
COCC(=O)Nc1cc(OC)c(Cl)cc1OC,0.4,-0.5,-5,0.011,0,.,-2,0.0,-11
COc1cc2c(cc1NCc1ccccn1)oc1ccccc12,-3.7,-0.4,-10,3.4,-10,.,4,0.2,12
CCOC(=O)c1c(C)oc2ccc(O)c(CN3CCCCC3)c12,-0.5,0.0,-1,0.51,14,-7,2,0.9,34
COc1ccc(NC(=O)c2ccccc2NC(=O)c2ccco2)c(OC)c1,-0.7,-1.1,2,-0.53,7,-2,2,-0.4,6
CN1CCN(c2ncnc3c2cnn3-c2ccc(Cl)cc2)CC1,-0.5,-1.0,21,-6.2*,-24,16,-3,-0.9,-8
Cc1ccc2c(C(=O)CN3CCN(C4CCCCC4)CC3)c(C)[nH]c2c1,-2.2,-1.3,4,-1.3,12,-6,9,0.0,9
Cc1ccc(-c2cnc(N)n2C)cc1C,3.3,1.1,-6,-3.7,16,36,1,38*,11
O=C(Cc1cccs1)N(c1ccc(Cl)cc1)C1C=CS(=O)(=O)C1 (stereo not drawn),0.1,-1.8,-6,0.36,14,8,0,1.0,14
O=C(Cc1ccc(S(=O)(=O)N2CCCC2)s1)Nc1nc2c(s1)CCCC2,-2.5,0.1,-17,1.6,8,-17,-3,-0.3,7
COc1ccc(C2CC(c3cccc(Cl)c3)n3nc(N)nc3N2)cc1 (stereo not drawn),-2.5,-0.2,-3,5.2,8,-2,-5,1.1,-27
Cc1[nH]c(=O)[nH]c(=O)c1S(=O)(=O)Nc1ccc(Oc2ccccc2)cc1,-3.8,-0.4,5,-0.3,20,-37,8,1.5,-70
O=C(NC1CCCCC1)C1CC(O)CN1C(=O)OCc1ccccc1 (stereo not drawn),-3.6,-1.5,3,-0.098,9,-16,1,-0.5,-4
O=C1CN(S(=O)(=O)c2ccccc2)CC(=O)N1CCc1ccccc1,0.8,-0.3,-9,-0.4,14,.,3,-0.3,-2
Fc1cccc(C2CC(c3cccc(Br)c3)Nc3nnnn32)c1 (stereo not drawn),-1.3,-0.7,-2,1.7,10,-33,-6,1.0,8
CC(C)C(=O)Nc1ccc(C(=O)NC2CCSC2=O)cc1 (stereo not drawn),-0.7,-2.0,-3,0.49,14,-6,3,-0.6,3
CN(c1cccc(NC(=O)Nc2cccc(Cl)c2)c1)S(C)(=O)=O,-2.1,-1.0,3,-2.8,-7,10,20,-1.0,9
O=C(Nc1ccc2nccnc2c1)c1cnccn1,-1.9,.,2,.,-2,.,.,-1.1,5
COc1ccc(-c2nnn(CC(=O)N(CC(=O)NC3CCCC3)Cc3cccs3)n2)cc1OC,1.1,-1.2,-2,0.19,31,13,-10,0.6,7

# Of the compounds above, three contain fluorine:
SMILES,HTR1A agonist,S1P3 agonist,5HT1E antag,D1 allo mod,HEK293 NFkB inh,S1P1 ag pot,Jurkat tox 60K,HTR1E agonist,5-HT1A blocker
CCC(=O)c1ccc(N2CCN(C(=O)Cc3ccccc3)CC2)c(F)c1,-1.1,-1.5,10,0.94,14,.,9,-0.4,9
O=C(NC1CC1)c1c[nH]c2ccc(S(=O)(=O)Nc3cccc(C(F)(F)F)c3)cc2c1=O,-6.4,-0.6,1,1.4,7,-13,2,0.3,-1
Fc1cccc(C2CC(c3cccc(Br)c3)Nc3nnnn32)c1 (stereo not drawn),-1.3,-0.7,-2,1.7,10,-33,-6,1.0,8

# Additional results.
SMILES,HTR1A agonist,S1P3 agonist,5HT1E antag,D1 allo mod,HEK293 NFkB inh,S1P1 ag pot,Jurkat tox 60K,HTR1E agonist,5-HT1A blocker
COc1ccccc1CNC(=O)CCNC(=O)Cn1ccc2ccccc2c1=O,3.5,.,0,-0.97,10,.,.,0.8,2
O=c1c2cc(N3CCOCC3)ccc2[nH]c(=S)n1CCCN1CCN(c2ccccc2F)CC1,14,.,1,-6.7*,6,.,.,4.1,13
Nc1nc2n(n1)C(c1c(F)cccc1Cl)CC(c1ccc(F)cc1)N2 (stereo not drawn),-3.0,-0.6,-9,0.91,6,-15,-9,1.5,-7
CCOC(=O)c1c(C)oc2c1c(/C=N/c1ccccn1)c(O)c1ccccc12,-1.4,0.2,-1,.,3,-4,0,0.1,5
COc1ccc(NC(=O)NCCCN2CCCCC2C)cc1 (stereo not drawn),-3.6,-0.4,-4,-0.097,10,1,2,-1.6,0
O=C(Nc1ccc2oc(-c3ccccc3Cl)nc2c1)c1ncn[nH]1,0.0,-0.5,-3,-3.3,-40,-12,-2,-1.1,-3
O=C(c1sccc1-n1cccc1)N1CCCC1,-1.9,-0.8,5,-0.36,12,-5,1,-1.5,-1
Cc1ccc2cc(CCNC(=O)c3ccco3)c(=O)[nH]c2c1,-0.3,-1.5,1,0.49,-22,-8,-5,0.7,-2
O=C(CSc1nnc(-c2ccccn2)n1Cc1ccccc1)N1CCCC1,-3.3,-1.6,6,-0.21,20,-11,-4,-0.1,-7
CCOc1ccc(C2C(C#N)=C(N)N3C(=C2C#N)Sc2ccccc23)cc1 (stereo not drawn),1.1,0.4,-2,-0.022,10,-6,-4,1.0,-7
O=C(CCC(=O)N1CCN(C2CCCC2)CC1)Nc1nnc(C(F)(F)F)s1,0.3,-1.0,-6,0.4,1,-2,-5,0.3,-7
COc1ccc(-n2c3c(cc(C(=O)Nc4ccc5c(c4)C(=O)NC5=O)c2=O)C(=O)CCC3)cc1,0.7,-0.6,0,0.15,21,.,0,0.1,-10
CCOC(=O)Cn1c(=O)sc2ccccc21,-0.4,-2.2,-2,-0.7,25,-29,8,-1.1,-3
CCOc1ccc(/C(O)=C2\C(=O)C(=O)N(c3cc(C)on3)C2c2ccccc2OC)cc1 (stereo not drawn),-3.0,0.0,7,0.053,13,4,-2,1.1,8
CCCCC(=O)O[C@]1(C(=O)CO)CC[C@H]2[C@@H]3CCC4=CC(=O)CC[C@]4(C)[C@H]3[C@@H](O)C[C@@]21C,-1.5,-0.2,13,-2.3,.,14,.,0.6,.
Cc1ccc(NCc2nnc(SCCN3CCCCC3)n2CC2CCCO2)cc1Cl (stereo not drawn),-0.3,-0.5,-10,2.3,19,9,5,0.5,20
Cc1ccc(C)n1-n1cnc2sc(-c3ccccc3)cc2c1=O,-3.1,1.0,-3,0.44,9,7,0,0.7,5
CCCCOC(=O)C1[C@H]2C(=O)N(CCc3ccccc3)C[C@]23C=C[C@H]1O3 (stereo partly drawn),-2.6,-0.8,-13,0.11,10,-3,2,0.1,-6
CC(C)(C)c1ccc(NC(=O)NCc2ccco2)cc1,1.1,-0.2,7,0.97,-12,.,-7,0.9,4
NC(=O)CN(c1ccccc1)C1SC(=O)N(Cc2ccccc2)C1=O (stereo not drawn),-2.5,0.5,1,-0.52,-2,-3,-1,1.9,3
O=C(Nc1ccc(F)cc1F)NC1CC(=O)N(Cc2ccccc2)C1 (stereo not drawn),-3.1,-0.1,2,-0.28,16,-7,0,-0.5,-10
Clc1ccc(C2=Nn3c(nnc3-c3cccnc3)SC2)s1,-0.8,-0.5,5,.,19,-2,3,-0.7,-1
COc1ccc2nc(NS(=O)(=O)c3ccc(NC(C)=O)cc3)sc2c1,-0.4,0.5,7,-0.028,-6,-5,-11,-0.5,-2
Cc1ccc(OCc2nn3c(-c4ccco4)nnc3s2)cc1,-1.3,-1.0,0,-0.079,13,-12,3,0.4,3

# Compound activity: PubChem, several laboratories
